Screens (PubChem)
Lipid storage S3: qHTS Assay for Lipid Storage Modulators in Drosophila S3 Cells; hit rate 0.64% among 320,000; Drosophila S3 cells, BODIPY lipid droplet fluorescence, 18-24 h; cells fed with added oleic acid; lipid storage change, negative = inhibition, % at the top dose, mostly 46.1 µM; hits show Potency in µM; AID 2685, 2010; active means well fitted inhibition curve with a large enough effect in the signal ratio, with a control signal flat, not every such curve was filed as active; inconclusive means small, poorly fitted or top-dose-only effect, or effect the other way, or a change in a side signal; the % refers to the signal ratio
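Drosophila S3 cells loaded with oleic acid (400 uM, as added) and compounds at several concentrations; lipid droplets imaged by 488-nm laser-scanning cytometry, 500–530 nm intensity and object ratio to cell channel. Percent activity normalized to 20 uM Triacsin C.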
Lipid storage S3 cell count max: second read-out of Lipid storage S3, no call of its own (marks repeat the call); cell number change, %; measured here: cell count max response;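 cells counted by Cell Tracker Red CMTPX staining in the red channel; peak over a dose series mostly up to 46.1 µM; percent activity relative to internal control wells on each plate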
* hit, by the source's call; i = inactive; ? = inconclusive; nt = no result given. On the % scale 0 is the no-effect control and ±100 the full control effect; potency means the concentration at half of the fitted maximal effect. This is a subset; count on the stated rates, not on these rows.

SMILES	Lipid storage S3	Lipid storage S3 cell count max
CC#CCN1c2ccccc2[C@]23C[C@@H](C(=O)OC)N(C(C)=O)C2=NC(C(=O)OC)=C(C(=O)OC)[C@H]13	?	nt
Cc1noc(C)c1COc1ccc(C(=O)OCC(=O)Nc2ccc(C(=O)N(C)C)cc2)cc1	?	nt
O=C1C=C(NCc2ccccc2)c2ccccc2C1=O	?	nt
Cc1nn(C)c(C)c1-c1c(C#N)c(N)nc2c1CCCCCC2	?	nt
CC1=CC2=NC(=O)CC(C)(C(=O)N(CC(=O)NC3CCCC3)Cc3ccc(Cl)cc3)N2C=C1 (stereo not given)	i	-11
COc1cccc(C2N(c3ccccn3)C(=O)C3CCCN32)c1OC (stereo not given)	9%	2
COC(=O)c1scc(S(=O)(=O)c2ccccc2)c1N	-13%	23
O=C(C1CC1)N1CCC(C(O)(c2ccccc2)c2ccccc2)CC1	i	10
COc1cccc(/C=N/N2CCN(c3ccncc3S(=O)(=O)N3CCCCC3)CC2)c1	?	nt
Cc1ccsc1/C=N/NC(=O)CN1CCN(Cc2ccccc2)CC1	?	nt
OC(COCc1ccccc1)CN1CCN(Cc2ccc3c(c2)OCO3)CC1 (stereo not given)	?	nt
CC1=C(C(=O)N2CCCC(C(=O)c3cccc4ccccc34)C2)OCCO1 (stereo not given)	?	nt
Cc1cccc(CN2CCN(Cc3cccc(-n4cccn4)c3)CC2CCO)n1 (stereo not given)	16%	8
Cc1ccc(/C=N/n2cnnc2)s1	?	nt
COCCNC(=S)N(CCCN(C)C)Cc1cc2cc3c(cc2[nH]c1=O)OCCO3	?	nt

Reformatted: entries from further up
Structure | Lipid storage S3 | Lipid storage S3 cell count max
O=C1C=C(NCc2ccccc2)c2ccccc2C1=O | ? | nt
Cc1nn(C)c(C)c1-c1c(C#N)c(N)nc2c1CCCCCC2 | ? | nt
CC1=CC2=NC(=O)CC(C)(C(=O)N(CC(=O)NC3CCCC3)Cc3ccc(Cl)cc3)N2C=C1 (stereo not given) | i | -11

(next part)
SMILES	Lipid storage S3	Lipid storage S3 cell count max
O=C(COc1ccc(S(=O)(=O)NC2CCCC2)cc1)N1CCCCC1	7%	-4
FC(F)(F)c1ccc(C2NCCc3sccc32)cc1 (stereo not given)	?	nt
CCOC(=O)c1c(/N=C/C2C(=O)CC(C)(C)CC2=O)sc2c1CCCC2	i	6
CCOc1ccccc1-c1cc(-c2ccccc2)nc2c1c(=O)n(C)c(=O)n2C	3%	1
O=C(OCc1ccc(Cl)c(Cl)c1)c1ccccn1	?	nt
COc1ccc(N(CC(=O)N2CCN(c3ccc(Cl)cc3)CC2)S(=O)(=O)c2c(C)noc2C)cc1	?	nt
COCCCNC(=O)C1CCN(C(=O)Nc2ccc(Cl)cc2)CC1	10%	21
C=CCN(CC=C)CC(=O)Nc1ccc(S(N)(=O)=O)cc1	-1%	10
O=C(CCCl)N1CCCC2(CCCCC2)C1	-10%	7
COc1cc2c(cc1OC)[C@H](C)N(C(=O)COc1ccccc1)CC2	i	11
CC(C)NC(=O)NC(=O)COC(=O)Cc1c(F)cccc1Cl	?	nt
C=CCn1c(NCc2cc(Cl)ccc2O)nc2ccccc21	?	nt
O=C(Nc1ccc(-n2cnnn2)cc1)C1CCCCC1	-2%	1
CCOc1ccc(-c2noc(CCC(=O)NC3CCCCC3)n2)cc1OC	?	nt
Cc1ccc(-c2nnc(NC(=O)CCS(=O)(=O)c3ccc(F)cc3)o2)c(C)c1	?	nt
O=c1[nH]c(=S)[nH]c(O)c1N=Nc1ccc(-c2ccccc2)cc1[N+](=O)[O-]	?	nt
Cn1c(SCC(=O)Nc2ccc3c(c2)CCC3)nnc1C1CC1	?	nt
Cc1ccc(NC(=O)CN2CCC(NC(=O)c3cccc(F)c3)CC2)cc1C	?	nt
Cc1ccccc1C(=O)N/N=C/c1ccc(OCC(=O)N2CCCCC2)cc1	?	nt
CCOC(=O)c1cnc2c(C)cc(C)cc2c1NCCCN1CCOCC1	-7%	7
Cc1ccc(-c2noc(CN(C)C(=O)Nc3ccc(F)cc3)n2)cc1	?	nt
O=C1CN2NC(=S)N(c3ccc(Cl)cc3)C2=CN1c1ccc(Cl)cc1	?	nt
COc1ccccc1-c1c(C#N)c(N)nc2c1CCC2	3%	14
CCn1c(CSc2nc3ccccc3s2)nnc1SCC(=O)c1ccc2c(c1)OCCO2	?	nt
CC(=O)Nc1ccccc1-c1nc2ccc(C(=O)N3CCN(c4cccc(C)c4)C(C)C3)cc2[nH]c1=O (stereo not given)	?	nt
COc1cccc(CN(C)C(=O)Nc2cccc(C(F)(F)F)c2)c1OC	10%	4
CC1CCCC(NC(=O)c2ccc3c(c2)NC(=O)CS3)C1C (stereo not given)	?	nt
Cc1ccc(-c2nn(CC(=O)NCCN3CCOCC3)c(=O)c3ccccc23)cc1	i	nt
C#CCOCCOCCOCCNc1nc(N2CCN(C(=O)CCCCCCCCCCNC(=O)Cn3cc(CCCCCN)nn3)CC2)nc(N2CCN(C(=O)CCCCCCCCCCNC(=O)[C@H]([C@@H](C)CC)n3cc(CCCCCN)nn3)CC2)n1	?	nt
NC(N)=N/N=C/c1ccccc1OC(F)F	?	nt
Cc1ccnc(SCC(=O)NC2CC2)n1	?	nt
Cc1ccc(S(=O)(=O)N2C(=O)c3cccc4cccc2c34)cc1	7%	5
Cn1cccc1C(=S)N1CCOCC1	?	nt
O=C(NC(=S)Nc1ccccc1)c1cncc(C#Cc2ccccc2)c1	8%	8
O=S(=O)(C(=CNc1ccccc1)S(=O)(=O)c1ccccc1)c1ccccc1	2%	-2
Cc1ccc(NC(=O)NC2=N/C(=C(/C#N)C(=O)N3CCCC3)c3ccccc32)cc1	8%	-18
COc1ccc(N(CC(=O)Nc2cc(C)cc(C)c2)S(=O)(=O)c2ccccc2[N+](=O)[O-])c(OC)c1	18%	0
CCCCn1c(N)c(N(CC(C)C)C(=O)CC(NC(=O)c2ccccc2)c2ccccc2)c(=O)[nH]c1=O (stereo not given)	?	nt
COc1cccc(CNC(=O)C2CCC(CNS(=O)(=O)c3cccc4nsnc34)CC2)c1 (stereo not given)	-10%	-1
CCCCNC(=S)NNC(=O)C1=NN(c2cc(C)ccc2C)C(=O)CC1	?	nt
O=C(NCCCC(=O)N1CCCCC1)c1ccc(Cl)cc1	i	-5
C=CCn1c(SCC(=O)NC)nnc1C12CC3CC(CC(C3)C1)C2	?	nt
Cc1cc(Cl)nc2ccc(Cc3ccc4nc(Cl)cc(C)c4c3)cc12	?	nt
CCCCCN(C(=O)CCC(=O)OCc1cccc(Cl)c1)c1c(N)n(CCCC)c(=O)[nH]c1=O	?	nt
O=C(CSc1nnc(NC(=O)c2ccccc2C(=O)O)s1)Nc1ccccc1Cl	3%	1
COc1ccc2nc(NC(=O)c3ccc(Br)s3)sc2c1	0%	-1
FC(F)Oc1cccc(NC(=S)N2CCN(c3ccccn3)CC2)c1	11%	10
CCOC(=O)CN=C1CC(C)(C)CC2=C1Sc1ncnc(N(C)C)c1N2	?	nt
COc1ccccc1C(=O)NNC(=O)CCC(=O)NCc1ccccc1	10%	13
OCc1cc(-c2ccccn2)no1	?	nt
CCCCNC(=O)CCn1c(=O)c2ccccc2n(Cc2ccc(F)cc2)c1=O	?	nt
Cc1ccc(NC(=O)CN2C(=S)NC(C)(C)CC2C)cc1Cl (stereo not given)	?	nt
COc1cc(C)c(NC(=O)C(=S)N2CCCC2)cc1C	?	nt
O=C(Nc1cc(S(=O)(=O)N2CCOCC2)ccc1N1CCCC1)c1cnccn1	8%	0
CCN(CC)CCN1C(=O)c2oc3ccc(F)cc3c(=O)c2C1c1ccncc1 (stereo not given)	12%	4
Cc1ccc(NS(=O)(=O)c2ccc3c(c2)NC(=O)CO3)c(C)c1	i	-9
CS(=O)(=O)c1ccc(Cl)c(NC(=O)C2CCCCN2S(=O)(=O)c2ccccc2)c1 (stereo not given)	?	nt
CCC(=O)Nc1cccc(NC(=S)NC(=O)Cc2ccccc2)c1	0%	2
Nc1nc(Nc2ccccc2)nc(N2CCCC2)c1[N+](=O)[O-]	?	nt
CNC(=O)NC(=O)C(C)OC(=O)c1c(C)noc1C (stereo not given)	i	nt

Seven compounds drawn at random from those above, as already listed:
SMILES	Lipid storage S3	Lipid storage S3 cell count max
COCCCNC(=O)C1CCN(C(=O)Nc2ccc(Cl)cc2)CC1	10%	21
Cc1ccc(-c2nnc(NC(=O)CCS(=O)(=O)c3ccc(F)cc3)o2)c(C)c1	?	nt
O=S(=O)(C(=CNc1ccccc1)S(=O)(=O)c1ccccc1)c1ccccc1	2%	-2
COc1cc(C)c(NC(=O)C(=S)N2CCCC2)cc1C	?	nt
CC(=O)Nc1ccccc1-c1nc2ccc(C(=O)N3CCN(c4cccc(C)c4)C(C)C3)cc2[nH]c1=O (stereo not given)	?	nt
C=CCn1c(SCC(=O)NC)nnc1C12CC3CC(CC(C3)C1)C2	?	nt
COc1ccccc1-c1c(C#N)c(N)nc2c1CCC2	3%	14

(cont.)
SMILES	Lipid storage S3	Lipid storage S3 cell count max
Cc1cc([N+](=O)[O-])nn1Cc1ccc(C(=O)N/N=C/c2ccc(N(C)C)cc2)cc1	?	nt
COc1ccc(CNC(=O)c2c(C)cc(=O)oc2C)cc1	?	nt
CCSc1nc2sc3c(c2c(=O)[nH]1)CCCC3	-6%	6
O=C1C=C(NCCN2CCOCC2)C(=O)c2cnccc21	12µM*	-10.0*
CN(CCOc1ccc(Cl)cc1)C(=O)Cc1ccc(S(=O)(=O)N2CCOCC2)s1	-17%	-16
CCN(CC)CCN(C(=O)Cn1nnc(-c2ccc(C)o2)n1)C(C(=O)NC1CCCC1)c1ccc(F)cc1 (stereo not given)	?	nt
CCn1cnc2c(oc3ccccc32)c1=O	?	nt
CCN(C(=O)COC(=O)CSc1ccc(F)cc1)c1c(N)n(Cc2ccccc2)c(=O)[nH]c1=O	?	nt
COc1cccc(OC)c1C(=O)NCCN1CCN(C(=O)c2c(OC)cccc2OC)CC1	?	nt
CC(=O)Nc1ccc(NC(=O)[C@@H]2CCCN2S(=O)(=O)c2ccc3c(c2)OCCO3)cc1	-7%	3
COCCn1nnnc1C(c1cccc(C(F)(F)F)c1)N1CCOCC1 (stereo not given)	-9%	nt
Cc1cccnc1-n1c(CCN2C(=O)c3ccccc3C2=O)nc2ccccc2c1=O	14%	-10
Cc1ccc(C(C)C)cc1OCC(=O)N1CCN(C(=O)c2ccco2)CC1	?	nt
CCOc1ccc(OCCC(=O)OCC(=O)NC2CC2)cc1	?	nt
CC(C)Nc1ccc(C(CC(N)=O)NC(=O)Cc2cccc3ccccc23)cc1[N+](=O)[O-] (stereo not given)	-7%	1
CCOC(=O)c1ccc(N=c2ssnc2Cl)cc1	?	nt
Cc1cccc(/C=N/n2c(C3CCCCC3)n[nH]c2=S)c1	?	nt
CC1CN(C(=O)COC(=O)c2ccc(F)cc2Cl)CC(C)O1 (stereo not given)	?	nt
Cn1c(=O)c(C#N)c(-c2ccccc2)n2cnnc12	?	nt
Cc1ccc(-c2nc(CN(C)C3CCOCC3)c(C)o2)s1	10%	0
COc1cc(C=C(C(C)=O)C(C)=O)ccc1O	i	-46
CCS(=O)(=O)N1CCC(C(=O)Nc2cc(Cl)ccc2O)CC1	0%	5
CCOC(=O)CC(NC(=O)C(CC)c1ccccc1)c1ccccc1Cl (stereo not given)	?	nt
CCC1CCCCN1Cc1ccc(N)cc1 (stereo not given)	7%	22
Cc1ccc(C(C)C)c(OCc2nc(-c3nonc3N)no2)c1	?	nt
CCC(=O)Nc1nnc(S(=O)(=O)N(CC)c2ccc(OC)cc2)s1	?	nt
O=C(COC(=O)CCCNC(=O)c1ccc(Cl)cc1)Nc1cc(Cl)c(Cl)cc1Cl	-3%	2
CCOC(=O)CNC(=O)C1(/C=C/c2ccccc2)CC(=O)N1c1ccc(OC)cc1 (stereo not given)	?	nt
COc1ccccc1NC(=O)N1CCN(C(=O)Nc2ccccc2OC)CC1	14%	7
CC1CCCCN1Cc1c(O)ccc2c(=O)c(-c3ccccc3)coc12 (stereo not given)	?	nt
Nc1nnc(SCC(=O)NNC(=O)c2ccc([N+](=O)[O-])cc2)s1	?	nt
O=C(NC1CCCCC1)NC1CCN(CC(=O)N2CCOCC2)CC1	?	nt
O=C(CCCc1ccccc1)Nc1ccnn1C1CCN(Cc2ccccn2)CC1	4%	1
CCC(=O)N(CCO)Cc1cc2ccc(C)c(C)c2[nH]c1=O	22%	-10
COC(=O)CCCCC(=O)OC	?	nt
Cc1ccc(C(=O)N[C@H](C(=O)N2CCN(c3ccccc3F)CC2)C(C)C)cc1	?	nt
Cc1nnc(SCc2cc([N+](=O)[O-])cc3c2OCOC3)[nH]c1=O	-15%	-12
CCOC(=O)c1cc(NC(=O)N2CCOCC2)c(C)nc1C	?	nt
c1coc(CNc2nc3nonc3nc2NCc2ccco2)c1	i	3
Cc1ccc(-c2nnc(SCC#N)n2N)cc1	10%	6
Cc1ccc(C(=O)CC(Nc2ccc(F)cc2)c2ccccc2)cc1 (stereo not given)	-2%	3
Cc1ccc(NC(=O)/C(=C\c2cccnc2)NC(=O)c2ccccc2)cc1	2%	-2
COc1ccccc1NC(=S)NCc1ccc(Cl)cc1	13%	9
CC(C)(C)c1ccc(-c2csc(NNC3=NCCCCC3)n2)cc1	?	nt
FC(F)(F)c1nc(-c2cccs2)ncc1-c1nnnn1-c1ccc(Cl)cc1	?	nt
COC(=O)C(C)(C)ONC(=O)Nc1ccc(C)cc1	6%	2
NC(N)=NS(=O)(=O)c1ccc(NC(=S)NC(=O)/C=C/c2ccco2)cc1	?	nt
CC(=O)N/C(=C\c1ccccc1)C(=O)OC/C=C/c1ccccc1	?	nt
COc1ccc(NC(=O)C2CC(c3ccc(Cl)cc3)=NO2)cc1 (stereo not given)	i	-16
Cc1noc(C)c1S(=O)(=O)N1CCN(c2ccc(Cl)cc2)CC1	i	nt
